STEP inh = inhibitors of human striatal-enriched phosphatase STEP | P54829 | recombinant STEP, OMFP fluorogenic substrate, fluorescence | inhibition, % at 20 µM | 360,000 compounds, 0.25% hits;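 active = inhibition at 20 µM, scaled per plate between control wells, above about 37%, limit read from the data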;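 note: 0% = DMSO with enzyme and substrate and 100% = substrate only without enzyme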
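System: STEP (striatal-enriched tyrosine phosphatase) enzyme, cell-free; medium: Bis-Tris pH 6.0 buffer with DTT, detergent; dosing: 20 µM, 1% DMSO; times: reaction 20 min, ambient temperature; detection: fluorescence, 480/540 nm; read-out basis: normalized % inhibition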
eLon inh = inhibitors of E. coli Lon protease | P0A9M0 | purified E. coli Lon protease, fluorescence polarization | inhibition, % at 7.94 µM | 360,000 compounds, 0.42% hits | AID 602123; in the data active = inhibition above about 13%, passing the limit was not always enough;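 note: 0% = enzyme with probe and DMSO and 100% = no enzyme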
Scp-1 inhibitor = inhibitors of human Scp-1 phosphatase. Recombinant Scp1, phosphopeptide, malachite green phosphate absorbance. AID 493091. inhibition, % at 20 µM. 340,000 compounds, 0.88% hits. Q9GZU7;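 active = inhibition above about 50% at 20 µM, limit read from the data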;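 note: plate controls were DMSO wells with enzyme for no effect and wells lacking enzyme for full effect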
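Incubation: 45 min enzyme reaction at room temperature / System: truncated SCP-1 phosphatase (76-261aa) / Reagent: Phospho 17-mer peptide substrate / Buffer or medium: Acidic Tris acetate buffer with magnesium and detergent / Signal: absorbance at 630 nm / Doses: one concentration, 20 µM, with 1.0% DMSO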
MsrA inh = bovine MsrA inhibition | purified bovine MsrA, absorbance read-out | inhibition, % at 15.5 µM | 360,000 compounds, 0.75% hits; in the data active = inhibition above about 4.5%;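 note: 0% = vehicle wells with enzyme and 100% = reference inhibitor wells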
NRP1-CendR mod = alters CendR peptide binding to human NRP-1; O14786; FAM-RPARPAR peptide binding to NRP-1, fluorescence polarization; inhibition, % at 25 µM; 360,000 compounds, 0.85% hits; AID 602438;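 active = inhibition or corrected inhibition above about 18%, plus a signal ratio from 0.5 to 1.5, limit read from the data, passing the limit was not always enough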; note: strong numbers were not always called active
Target sequence (O14786 whole entry, looked up): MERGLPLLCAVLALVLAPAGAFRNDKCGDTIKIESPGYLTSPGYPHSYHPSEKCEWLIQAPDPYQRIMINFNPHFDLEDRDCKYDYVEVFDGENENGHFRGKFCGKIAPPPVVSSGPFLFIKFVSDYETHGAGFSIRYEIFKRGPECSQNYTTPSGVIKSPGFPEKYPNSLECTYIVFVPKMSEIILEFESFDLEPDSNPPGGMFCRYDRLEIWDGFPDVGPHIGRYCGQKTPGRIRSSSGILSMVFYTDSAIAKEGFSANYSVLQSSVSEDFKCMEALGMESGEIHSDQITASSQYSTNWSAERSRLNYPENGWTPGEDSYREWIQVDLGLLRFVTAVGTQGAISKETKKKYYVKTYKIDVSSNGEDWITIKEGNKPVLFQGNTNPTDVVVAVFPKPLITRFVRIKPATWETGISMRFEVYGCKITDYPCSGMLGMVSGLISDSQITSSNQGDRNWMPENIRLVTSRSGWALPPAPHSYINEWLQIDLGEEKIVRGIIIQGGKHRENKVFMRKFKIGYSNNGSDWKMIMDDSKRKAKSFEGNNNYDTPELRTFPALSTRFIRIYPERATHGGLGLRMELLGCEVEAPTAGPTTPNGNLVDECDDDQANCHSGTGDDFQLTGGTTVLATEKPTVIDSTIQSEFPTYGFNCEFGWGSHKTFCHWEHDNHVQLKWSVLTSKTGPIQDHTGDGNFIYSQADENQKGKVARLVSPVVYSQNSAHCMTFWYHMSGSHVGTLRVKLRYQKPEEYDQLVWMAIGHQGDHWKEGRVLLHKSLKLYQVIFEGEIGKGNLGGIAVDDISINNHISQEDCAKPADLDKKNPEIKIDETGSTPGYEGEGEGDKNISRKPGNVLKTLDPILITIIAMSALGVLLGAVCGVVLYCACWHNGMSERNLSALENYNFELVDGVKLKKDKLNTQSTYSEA
LMPTP inh = LMPTP (human) inhibition. recombinant LMPTP-A, OMFP fluorogenic substrate, fluorescence intensity. inhibition, % at 20 µM. 360,000 compounds, 0.22% hits;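 active = compounds that cut the enzyme signal by at least half of the control window in the single-dose screen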;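 note: plate controls were DMSO wells with enzyme plus substrate for no effect and substrate without enzyme for full effect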
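material = LMPTP-A | quantity = 0.625 nM enzyme | reagent = OMFP substrate, 400 µM final | buffer or medium = Bis-Tris pH 6.0, DTT, detergent | detection = endpoint fluorescence intensity from OMFP dephosphorylation | dosing = single 20 µM dose | read-out basis = % inhibition relative to no-enzyme and uninhibited control wells | control set = no-enzyme and uninhibited controls | timing = 50 min at room temperature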
DNMT1 block = inhibitors of human DNMT1; P26358; AID 588458; 360,000 compounds, 0.83% hits; DNMT1 molecular beacon, Hinp1I cleavage, fluorescence; inhibition (reported as % activation of signal), % at 10 µM; in the data active = inhibition above about 50%
bovine MsrA act = activates bovine MsrA enzyme. purified bovine MsrA, absorbance read-out. activation, % at 10.6 µM. 360,000 compounds, 0.3% hits. AID 602163; in the data active = activation above about 7.5%;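 note: 0% = vehicle and 100% = reference activator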
SUMO1-SIM PPI = SUMO1-SIM interaction modulation. P63165. 360,000 compounds, 0.33% hits. SUMO1 binding to a labelled peptide, TR-FRET, 1 h. AID 602429. inhibition, % at 20 µM; in the data active = inhibition above about 37%
Target sequence (P63165 whole entry, looked up): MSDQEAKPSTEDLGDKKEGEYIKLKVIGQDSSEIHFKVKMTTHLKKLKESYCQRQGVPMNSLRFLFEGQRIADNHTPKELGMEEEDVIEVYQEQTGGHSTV
Tb MetRS inh = Trypanosoma brucei MetRS inhibition; 360,000 compounds, 0.4% hits; purified T. brucei MetRS, ATP depletion, Kinase-Glo luminescence; inhibition, % at 11.9 µM;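 active = inhibition above a per-plate cutoff of the control wells' mean inhibition plus 3 SD, cut at about 5.5% in these data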;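 note: 0% = DMSO wells median and 100% = median of wells with control inhibitor compound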
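Material: parasite MetRS enzyme / Replication: singlicate, one well per compound / Signal: luminescence of leftover ATP / Schedule: 2 h aminoacylation at 25 °C after 15 min preincubation / Medium: HEPES-MgCl2-KCl buffer plus DTT, spermine, BSA, pyrophosphatase / Doses: 11.9 µM single point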
* = called active by the depositor; . = not tested or not shown.

no.	smiles	STEP inh	eLon inh	Scp-1 inhibitor	MsrA inh	NRP1-CendR mod	LMPTP inh	DNMT1 block	bovine MsrA act	SUMO1-SIM PPI	Tb MetRS inh
1	CCOc1cc(C(=O)N(C)c2ccccc2)cc(OCC)c1OCC	6.2	-1.2	5.6	0.7	-14.8	1.1	-1.3	-0.6	2.5	-0.1
2	CCOP(=O)(OCC)C(NC(=O)C(F)(F)F)c1ccccc1 (centres undefined)	-6.4	-6.0	-1.8	-1.0	1.3	-1.0	0.7	-7.3	0.7	-1.1
3	CCOC1=NN(c2ccc(Cl)cc2)C(=O)/C1=C\N(C)C	-0.8	3.3	-3.7	0.1	-8.0	-0.4	-9.1	-1.0	-0.7	-0.4
4	COc1cc(/C=C2/SC(=S)N(CC(=O)NC(C)(C)C)C2=O)cc(OC)c1OC	2.9	-12.8	-11.7	0.2	-17.4	-1.5	-7.1	-2.8	-21.2	-0.1
5	COc1ccc(CCc2cc(OC)cc(=O)o2)cc1	-0.2	1.0	-12.8	1.4	4.9	-1.1	2.1	1.9	1.9	0.5
6	CN(C)c1nc(NC(C)(C)C)nc(NC(C)(C)C)n1	0.5	-4.6	-2.5	-0.9	0.6	2.8	3.9	-2.2	-2.6	-0.1
7	COc1ccc(NC(=O)C2(C)Cc3c(-c4cccc(NC(C)=O)c4)ccnc3O2)cc1OC (centres undefined)	-1.0	-6.2	.	0.3	-33.3	0.1	2.1	-9.1	6.5	0.2
8	COc1cc(/C=C2\CC/C(=C\c3cc(OC)c(O)c(OC)c3)C2=O)cc(OC)c1O	-2.5	-78.4	-1.8	0.1	-203.4	5.3	-18.4	-8.8	14.5	-0.2
9	O=C1[C@@H](Oc2ccccc2)[C@@H](c2ccncc2)N1c1ccccc1	2.8	-9.3	-1.3	-0.2	-10.6	-0.9	1.7	-3.3	-1.4	-0.9
10	O=C(CN1CCN(CC(=O)Nc2ccccc2Cl)CC1)NCC1(N2CCOCC2)CCCCC1	-0.8	-4.5	-2.0	-1.6	-3.1	-0.4	1.2	-2.6	-3.8	0.2
11	CC[C@@H](C)C(C(=O)N1CCN(C(=O)OC(C)(C)C)CC1)n1cc(-c2cn([C@@H](C)C(=O)N3CCN(C(=O)OC(C)(C)C)CC3)nn2)nn1 (some centres undefined)	5.8	-6.4	-5.6	0.9	7.9	-1.3	1.4	-0.5	-4.9	0.7
12	CCn1ncc(CN2CCCC(C(=O)Nc3cccc(-c4cc5ccccc5[nH]4)c3)C2)c1C (centres undefined)	3.8	-3.6	-4.0	1.0	4.6	0.9	-11.2	-2.8	-12.7	-0.5
13	COC(=O)CNc1n[nH]c(=S)[nH]c1=O	-1.9	-5.0	-9.3	1.5	-2.4	-1.8	1.7	-10.8	-6.6	-1.4
14	COc1ccc(S(=O)(=O)N2CCC3(CC2)OCCN3S(=O)(=O)c2c(C)cc(C)cc2C)cc1	3.1	7.6	-10.8	-1.2	-13.6	1.5	-4.2	-1.0	-0.8	-0.1
15	O=C(NC1CCC(O)CC1)c1ccc(NS(=O)(=O)c2cccc([N+](=O)[O-])c2)cc1 (centres undefined)	2.9	1.1	-7.3	-0.6	11.4	-8.6	-0.1	-3.3	-34.6	-0.4
16	COc1ccc(Cn2nnnc2C(CC(C)C)N2CCN(c3ccccc3)CC2)cc1 (centres undefined)	6.2	6.2	-4.8	0.1	7.6	4.2	-16.7	0.0	-1.4	-1.0
17	CC1N(C(=O)N2CCOCC2)CCN1S(=O)(=O)c1cccc(C(F)(F)F)c1 (centres undefined)	-1.7	-8.7	-3.1	0.1	8.1	-1.9	1.7	-2.9	-2.3	-0.4
18	O=C(CCC(=O)Nc1cc(C(F)(F)F)ccc1Cl)N/N=C\c1cc([N+](=O)[O-])ccc1O	-3.0	15.0	-6.0	1.4	3.2	-1.0	0.4	-2.2	-4.9	-1.2
19	Cn1c(N)c(C(=O)COC(=O)c2cccs2)c(=O)n(C)c1=O	1.7	-7.8	-0.1	-0.3	10.7	-0.2	3.2	-4.4	-1.3	-1.1
20	Cc1cc(CN(C)Cc2cn(C)nc2-c2ccc(Oc3ccccc3)cc2)on1	0.1	-3.2	-1.7	3.4	-1.6	4.3	0.8	-3.9	-2.2	-0.6
21	O=C(NCc1ccccc1)C1CCCN1C(=O)Nc1ccccc1[N+](=O)[O-] (centres undefined)	-0.9	-13.4	-7.3	2.8	17.1	0.0	2.7	-0.3	-25.1	0.0
22	CCC(=O)NC(Nc1cc(C)ccn1)(C(F)(F)F)C(F)(F)F	-0.5	-7.0	-4.5	1.0	-0.9	1.0	2.9	-12.3	0.6	-0.7
23	Cc1nc(NC(=O)COC(=O)C(NC(=O)c2ccco2)C(C)C)c(Cl)cc1Cl (centres undefined)	-9.5	-5.2	-7.8	0.3	1.2	-0.1	-4.8	0.1	-4.0	-0.4
24	Clc1ccc(Cn2ccc(-c3ccc4c(c3)OCO4)n2)cc1Cl	-1.7	-0.6	-9.7	0.5	6.1	5.1	-8.7	-4.4	-2.9	1.2
25	CCN(CC(=O)Nc1cc(S(=O)(=O)N2CCOCC2)ccc1Cl)Cc1ccccc1	-1.5	-0.3	-7.3	0.0	10.1	-6.4	-15.0	-3.2	-17.5	-0.2
26	Cc1ccc(-n2ncc3c2CC(C)(C)CC3NC(=O)CCCN2CCCCC2=O)cc1 (centres undefined)	-1.4	4.4	3.4	-1.1	-2.2	-1.2	2.2	-9.4	0.4	-1.0
27	CCOC(=O)c1ccc(NC(=S)Nc2ccc(Cl)cn2)cc1	2.6	7.5	6.4	1.2	4.6	13.7	17.7	-12.6	2.8	-0.8
28	Cc1cccc(-c2cccc3nccn23)c1	2.1	2.8	.	0.3	1.0	-0.6	3.1	0.1	-2.1	-0.3
29	Cc1ccc(SC[C@H](CC(C)C)N2CCN(CCc3ccccc3)CCC2=O)cc1	1.0	-9.4	-0.2	0.8	6.3	1.3	-0.3	-1.4	5.1	-0.4
30	CC(C)CN(C(=O)CN1C(=O)NC2(CCc3ccccc32)C1=O)C1CCS(=O)(=O)C1 (centres undefined)	-3.4	-5.8	-7.3	1.0	1.7	-1.0	0.3	-0.7	-1.3	-0.2
31	c1ccc(SCc2cc(-c3ccccc3)no2)cc1	0.0	-7.7	-4.4	-0.3	2.8	2.3	3.6	-0.9	-4.5	-0.4
32	CC[C@]1(C(=O)OC)[C@H]2C(=O)N(Cc3ccccc3)C(=O)[C@H]2[C@H]2CN(C)C(=NC)N21	-3.5	4.0	4.1	.	-2.3	-2.3	4.6	-3.5	-0.2	0.0
33	COc1ccc(N(CC(=O)NCc2ccccn2)S(=O)(=O)c2ccccc2[N+](=O)[O-])c(OC)c1	-1.5	-1.2	-0.3	-0.3	1.3	0.2	14.3	-0.4	-4.3	0.0
34	CCOC(=O)C1=C(C)NC(=S)NC1c1cc(C)sc1C (centres undefined)	0.7	3.0	26.3	-0.1	5.0	-0.3	0.5	-9.5	-0.3	-1.5
35	O=C1N(c2ccccc2C(F)(F)F)O[C@]1(c1ccccc1)C1CCCC1	0.3	5.7	-5.0	0.1	-2.9	2.2	3.0	-0.1	5.5	0.4
36	O=C(Nc1cccc(S(=O)(=O)N2CCOCC2)c1)c1cccc(S(=O)(=O)N2CCCC2)c1	1.7	3.0	-3.4	1.0	9.6	-0.1	-0.1	0.9	2.1	-0.4
37	CN(C(=O)CSc1nc(-c2cccs2)nc2ccccc12)C1CCS(=O)(=O)C1 (centres undefined)	-1.6	-2.6	-12.4	1.2	2.8	-1.1	3.5	-3.8	-25.1	0.4
38	CCc1cc2c(=O)n(Cc3ccco3)c(SCC(=O)N3CCCc4ccccc43)nc2s1	-0.6	-3.1	-14.7	0.8	-18.5	5.2	4.4	-1.1	3.1	-0.5
39	O=C(CCCN1C(=O)c2ccccc2C1=O)Nc1ccc(Br)cn1	1.9	-10.6	-10.8	-0.4	5.7	-0.9	0.9	-2.1	3.7	-0.1
40	Cc1ccc(C2/C(=C(/O)c3ccccc3)C(=O)C(=O)N2CCN2CCOCC2)o1 (centres undefined)	2.0	3.4	-13.1	0.1	-11.8	-1.7	-2.3	1.4	-1.9	-0.7

5 entries picked at random from the list so far, as already listed:
no.	smiles	STEP inh	eLon inh	Scp-1 inhibitor	MsrA inh	NRP1-CendR mod	LMPTP inh	DNMT1 block	bovine MsrA act	SUMO1-SIM PPI	Tb MetRS inh
31	c1ccc(SCc2cc(-c3ccccc3)no2)cc1	0.0	-7.7	-4.4	-0.3	2.8	2.3	3.6	-0.9	-4.5	-0.4
39	O=C(CCCN1C(=O)c2ccccc2C1=O)Nc1ccc(Br)cn1	1.9	-10.6	-10.8	-0.4	5.7	-0.9	0.9	-2.1	3.7	-0.1
32	CC[C@]1(C(=O)OC)[C@H]2C(=O)N(Cc3ccccc3)C(=O)[C@H]2[C@H]2CN(C)C(=NC)N21	-3.5	4.0	4.1	.	-2.3	-2.3	4.6	-3.5	-0.2	0.0
23	Cc1nc(NC(=O)COC(=O)C(NC(=O)c2ccco2)C(C)C)c(Cl)cc1Cl (centres undefined)	-9.5	-5.2	-7.8	0.3	1.2	-0.1	-4.8	0.1	-4.0	-0.4
33	COc1ccc(N(CC(=O)NCc2ccccn2)S(=O)(=O)c2ccccc2[N+](=O)[O-])c(OC)c1	-1.5	-1.2	-0.3	-0.3	1.3	0.2	14.3	-0.4	-4.3	0.0

(list continues)
no.	smiles	STEP inh	eLon inh	Scp-1 inhibitor	MsrA inh	NRP1-CendR mod	LMPTP inh	DNMT1 block	bovine MsrA act	SUMO1-SIM PPI	Tb MetRS inh
41	CCN(C(=O)C1CCN(c2nc(-c3ccc(OC)cc3)no2)CC1)c1ccc(OC)cc1	0.0	-3.8	-20.0	1.6	3.1	1.4	-5.6	-1.6	0.4	0.1
42	CCOC(=O)c1ccc(NC(=O)COc2ccc(-n3cnnn3)cc2)cc1	-4.9	-10.3	37.0	0.1	7.8	14.0	24.5	0.3	6.2	0.0
43	COC(=O)[C@@]12C[C@@H](CC(=O)NCC3CCCCC3)C(=O)N(Cc3ccco3)C1=CCC(C)(C)C2	.	.	.	-1.1	-4.3	0.6	.	.	-3.8	-0.3
44	CC(C)Sc1cc(N2CCCC2)nc(-c2ccccc2Cl)n1	3.5	-1.1	2.9	0.2	7.4	2.1	0.2	-1.5	2.5	-0.4
45	CC(C)C1CC(CCNCc2ccc3c(c2)OCO3)(c2ccccc2)CCO1 (centres undefined)	0.5	4.7	5.5	-1.6	-8.9	-1.0	-0.4	0.3	0.5	0.2
46	O/N=C(/Cc1ccccn1)c1ccccc1	-3.0	5.2	-4.2	0.1	-5.0	-1.6	-0.5	-3.4	1.6	-1.2
47	COc1ccc(CN2CCN(C(=O)c3cc(-c4cccnc4)nc4ccc(Cl)cc34)CC2)c(OC)c1OC	-1.3	-6.7	-1.7	2.9	-9.5	-1.0	-10.9	-1.6	-8.9	-0.1

Bioassay records: PubChem, several laboratories
